Source: PubChem BioAssay (NMMLSC)
Efflux pump mplx – inhibitors of Candida efflux pumps in yeast, primary screen, S. cerevisiae, Nile Red, multiplex. S. cerevisiae Candida pump triplex. inhibition, % at 10 µM. 330,000 compounds, 0.44% hits. AID 485275, 2010;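 active = plate passing quality check with inhibition over a set limit, or well fluorescence over plate mean plus 4 SD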;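 also: Nile Red retained in pooled yeast measured as flow cytometry median fluorescence; 0% = buffer negative control and 100% = Enniatin B positive control; higher means more Nile Red kept so more efflux inhibition; some compounds called inactive have numbers as strong as hits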
* marks the source's active call; other numbers are inactive results. A portion of the library (hit frequency here may not be typical).

SMILES | Efflux pump mplx
Cc1ccc(S(=O)(=O)NNC(=O)c2ccc(NC(=O)C3CC3)cc2)cc1 | -0.1
COc1cc2c(cc1OC)CN(C(=O)c1ccc(-c3ccccc3)cc1)CC2 | -0.1
CC(=O)c1ccc(S(=O)(=O)N2CCC(NC(=O)c3ccccc3)CC2)cc1 | 0.0
COc1cc(/C=N/NC(=O)c2cccc(C(=O)N/N=C/c3ccc(O)c(OC)c3)n2)ccc1O | -0.2
O=C1[C@@H](Oc2ccccc2)[C@@H](c2cnc3ccccc3c2)N1c1ccccc1 | -0.1
CC[C@]1(C(=O)OC)[C@H]2C(=O)N(Cc3ccccc3)C(=O)[C@H]2[C@H]2CN=C(SCc3ccc(C)cc3)N21 | 0.2
Cc1ccc(S(=O)(=O)Nc2ccc(C(=O)NCc3cccnc3)cc2)cc1 | 0.0
CC(=O)C1=C(C)Nc2ncnn2C1c1ccccc1 (configuration not stated) | 0.0
O=C(NCCn1cccn1)C1CCC(=O)N(CCc2cccc(F)c2)C1 (configuration not stated) | 1.7
COc1ccc(C2=NOC(C(=O)Nc3ccc4c(c3)OCO4)C2)cc1 (configuration not stated) | 0.1

Looked up one by one from the list above, four records:
SMILES | Efflux pump mplx
COc1cc(/C=N/NC(=O)c2cccc(C(=O)N/N=C/c3ccc(O)c(OC)c3)n2)ccc1O | -0.2
CC(=O)C1=C(C)Nc2ncnn2C1c1ccccc1 (configuration not stated) | 0.0
COc1ccc(C2=NOC(C(=O)Nc3ccc4c(c3)OCO4)C2)cc1 (configuration not stated) | 0.1
O=C1[C@@H](Oc2ccccc2)[C@@H](c2cnc3ccccc3c2)N1c1ccccc1 | -0.1

Other compounds:
SMILES | Efflux pump mplx
Cc1cc(-c2nnc(SCCC(=O)Nc3ccccc3)o2)no1 | 0.0
CCCN=C1N(CC)C[C@@H]2[C@@H]3C(=O)N(C)C(=O)[C@@H]3[C@](Cc3ccccc3)(C(=O)OC)N12 | 0.4
COC(=O)Cc1c(C)c2ccc(O)c(CNCc3ccc(OC)c(OC)c3)c2oc1=O | -0.2
COc1ccc(C(=O)N2CCc3cc(OC)c(OC)cc3C2c2ccc(OC)c(OC)c2)cc1OC (configuration not stated) | 0.3
COC(=O)[C@@]1(C)[C@H]2C(=O)N(Cc3ccccc3)C(=O)[C@H]2[C@H]2CN=C(SCc3ccc(C)cc3)N21 | -0.1
O=C(Oc1ccc2ccccc2c1)C1CCC1 | 0.1
COc1cc(-c2cccc([C@H]3[C@@H]4C=CC[C@@H](C)[C@@H]4C(=O)N3Cc3ccccc3)c2)cc(OC)c1OC | 0.1
COc1ccc(CCNC(=O)c2cc([N+](=O)[O-])cc([N+](=O)[O-])c2)cc1OC | -0.1
O=C1c2ccccc2[C@@H]2C[C@@H](O)[C@H](Nc3cccc(Cl)n3)CCN12 | -0.1
Cc1ccc(N(Cc2ccccc2)C(=O)c2cccc(F)c2)cc1 | -0.1
C/C(=N\NC(=O)c1nn(C)c(C)c1Br)c1ccc(NC(=O)C2CCCC2)cc1 | -0.1
CC(C)C(=O)N[C@@H]1c2ccccc2CC[C@@H]1O | 0.2
Cc1ccc2[nH]c(CNC(=O)C3CCCCC3)cc2c1 | 0.0
O=C(Cc1cccs1)NCc1cccc(Br)c1 | 0.0
COc1cc([N+](=O)[O-])ccc1NC(=O)CN1CCc2cc(OC)c(OC)cc2C1 | 0.1
Clc1ccc(-c2nc3cc(CN4CCCCC4)ccc3o2)cc1 | -0.1
COc1cc(CNC(C)C23CC4CC(CC(C4)C2)C3)cc(OC)c1OC (configuration not stated) | -0.2
COc1ccc2c(=O)c(-c3ccc(C)cc3)c(-c3ccccc3)oc2c1 | 0.6
Cc1cccc2sc(NC(=O)C3CC3)nc12 | -0.2
CC1CN(C/C(=N\O)C23CC4CC(CC(C4)C2)C3)CC(C)O1 (configuration not stated) | -0.1
CCCCCC(=O)N1CCCC1 | 0.0
O=C(NC1CC2CCCC(C1)N2Cc1ccccc1)c1ccc([N+](=O)[O-])cc1 (configuration not stated) | 0.1
Cc1sc(N)nc1-c1c(C)n(C)c2ccccc12 | -0.2
C[C@]12c3[nH]c4cc(-c5ccco5)ccc4c3CCN1C(=O)[C@@H](CC(=O)NCCc1ccccn1)C[C@@H]2C(=O)N1CCCCC1 | 0.6
CC(C)N(C(=O)[C@H]1C[C@H](CC(=O)NCCN2CCOCC2)C(=O)N2CCc3c([nH]c4cc(CCC(=O)N(C)C)ccc34)[C@]12C)C(C)C | -0.3
CCN(CC)C(=O)[C@H]1CC(CC(=O)NCc2ccc(OC)c(OC)c2)C(=O)N2CCc3c([nH]c4ccc(OC)cc34)[C@]12C (some centres not stated) | -0.2
COCCCNC(=S)NNC(=O)c1cc(-c2cccnc2)nc2ccccc12 | -0.1
O=C(Cn1cnc2c(NCc3ccccc3)ncnc21)NCc1ccc2[nH]ccc2c1 | 0.3
COc1ccc(NC(=O)/C(C#N)=C/c2cccnc2)c(OC)c1 | 0.0
CCn1ncc(Br)c1C(=O)Nc1c(C)nn(Cc2c(F)c(F)c(F)c(F)c2F)c1C | -0.1
CN(C(=O)OC(C)(C)C)[C@H](Cc1ccccc1)C(=O)N[C@H]1CCCCNC1=O | -0.1
CC(=O)c1cccc(NC(=O)Nc2ccc3c(c2)OCO3)c1 | 0.0
CC(NS(=O)(=O)c1ccc(Br)cc1)C(=O)NC1CCCCCC1 (configuration not stated) | -0.7
Cc1nccn1CCOc1ccccc1Cl | -0.1
CC[C@]12c3[nH]c4cc(CCC(=O)N(C)C)ccc4c3CCN1C(=O)[C@@H](CC(=O)NCc1cccc(C(F)(F)F)c1)C[C@@H]2C(=O)N1CCN(C(=O)C2CC2)CC1 | 0.4
COc1cc(C2CC(=O)Oc3cc(OC)c(OC)c(OC)c32)cc(OC)c1OC (configuration not stated) | 0.0
Cc1cccc(OCC(=O)NNC(=O)CCCCC(=O)NNC(=O)COc2cccc(C)c2)c1 | -0.1
CCCc1ccc(S(=O)(=O)N/N=C\c2ccc3c(c2)OCO3)cc1 | -0.1
Cc1cccc(C2=NN(c3ccc(Br)cc3)[C@@H](C(=O)N3CCOC3=O)[C@@H]2C)c1 | 0.4
N#CCSc1nc(-c2ccccc2)nc2ccc(F)cc12 | 0.0
CCc1ccccc1NC(=O)N1CCc2ccccc2C1 | 0.0
CCOc1ccc(S(=O)(=O)Nc2cc(SCC(=O)O)c(O)c3ccccc23)cc1 | -0.1
Cc1[nH]c(=O)[nH]c(=O)c1S(=O)(=O)Nc1ccc(F)cc1Cl | 0.2
COc1ccccc1CC(=O)NNC(=O)c1ccc(C(C)(C)C)cc1 | 0.0
CCOC(=O)c1n[nH]n2c1nc(=S)c1ccccc12 | -0.1
COc1ccc(-c2noc(CCC(=O)N3CCN(c4ccc(Cl)cc4)CC3)n2)cc1 | -0.3
COCCNC(=S)N(CCc1c(C)[nH]c2ccc(F)cc12)Cc1ccc(C)cc1 | 0.0
CCOc1ccc(OCc2ccc(C(=O)NC(C)C)o2)cc1 | 0.0
O=c1ccc2cc(S(=O)(=O)Nc3ccc(Br)cc3)ccc2o1 | 0.1
C[C@]12c3[nH]c4cc(-c5ccco5)ccc4c3CCN1C(=O)[C@@H](CC(=O)NCc1cccc(C(F)(F)F)c1)C[C@@H]2C(=O)N1CCOCC1 | 0.8
Continuation:
SMILES | Efflux pump mplx
Cc1ncc(CN2CCCC(C(=O)Nc3ccc(-c4cccc(F)c4)cc3)C2)s1 (configuration not stated) | -1.3
O=C(C[C@H]1C[C@H](C(=O)N2CCOCC2)[C@@]2(CCC3CCCC3)c3[nH]c4ccc(Cl)cc4c3CCN2C1=O)NCC12CC3CC(CC(C3)C1)C2 | 0.4
O=C(c1ccc(NS(=O)(=O)c2ccccc2)cc1)N1CCCCCC1 | 0.0
C=C(C)CSc1nc2sc3c(c2c(=O)n1-c1ccc(OC)cc1)CCN(C)C3 | 0.0
Cc1cccc(C(=O)Nc2nc3ccc(S(C)(=O)=O)cc3s2)c1 | 0.1
CCOC(=O)C1=CNS(=O)(=O)NC1c1ccc(C(F)(F)F)cc1 (configuration not stated) | -0.1
CCOC(=O)N1CCN(C(=O)c2cc3cc(Cl)ccc3[nH]2)CC1 | 0.2
C/C(=N/NC(=O)c1ccco1)c1ccc(Br)s1 | -0.1
O=C(CN1C(=O)S/C(=C\c2ccccn2)C1=O)Nc1ccccc1 | 0.2
Cc1nc(C)c(-c2csc(Nc3ccc(O)c(C(=O)O)c3)n2)s1 | 0.0

In another format: entries from further up
> O=C(CN1C(=O)S/C(=C\c2ccccn2)C1=O)Nc1ccccc1
  Efflux pump mplx = 0.2

> Cc1nc(C)c(-c2csc(Nc3ccc(O)c(C(=O)O)c3)n2)s1
  Efflux pump mplx = 0.0

Continued.
SMILES | Efflux pump mplx
C[C@@H]1[C@H]2CCCC[C@H]2CN(C(=O)OC(C)(C)C)[C@@H]1c1cn(Cc2ccccc2)c2ccc(F)cc12 | 0.0
COc1ccccc1-c1noc(CCC(=O)N2CCN(c3cc(C)ccc3C)CC2)n1 | 0.6
COCCCNC(=O)C[C@H]1C[C@H](C(=O)N2CCCCC2)[C@@]2(CCc3ccccc3)c3[nH]c4cc(-c5ccco5)ccc4c3CCN2C1=O | 0.4
CC(=O)N(C)c1ccc(N=C2C(=O)Nc3ccccc32)cc1 | 0.1
COc1cc(NC(=S)N2CCN(S(=O)(=O)c3ccc(F)cc3)CC2)cc(OC)c1 | 0.1
COc1ccc(-c2noc(=O)n2Cc2ccc(F)cc2Cl)cc1 | -0.1
CCOC(=O)C1(C)C(C(=O)OC)=C(c2ccc(OC)cc2)c2ccccc2N1C(=O)OC (configuration not stated) | 0.0
COCCNC(=O)c1ccc(C2SCC(=O)N2CCc2ccccc2)cc1 (configuration not stated) | 0.0
CN1CCN(C2CCN(c3cccc(Cl)c3)CC2)CC1CCO (configuration not stated) | -0.1
S=C(NCc1ccccc1)NCc1cccc(Cl)c1 | 0.1
CCn1c(CNC(=O)c2ccccc2F)cc2cc(C)ccc21 | 0.1
Cc1c(CCC(=O)NCCCCCC(=O)O)c(=O)oc2c(C)c3oc4c(c3cc12)CCCC4 | -0.1
C/C(=N\NC(=O)C1CC1)c1ccc(C)c(C)c1 | 0.0
COc1ccccc1-c1c(C)nn2c(N)c(-c3ccccc3)cnc12 | 0.3
CCC(C)NC(=O)c1ccc2c(c1)S(=O)(=O)c1ccccc1C2=O (configuration not stated) | -0.1
COc1ccc(CCC(=O)NNC(=O)Nc2ccccc2Cl)cc1 | 0.1
Cc1cccc(OCCn2ccnc2)c1C | 0.0
COc1cccc(N(CC(=O)NCCSCc2ccc(C)cc2)S(C)(=O)=O)c1 | 0.0
C#CCN1C=C(C(=O)OCC)C(C)NS1(=O)=O (configuration not stated) | 0.0
O=C(NNC(=O)c1ccc(NC(=O)C2CC2)cc1)c1ccc(F)cc1 | 0.0
CCOc1ccc(Br)cc1CNCc1cccnc1 | -0.1
C/C(=N/NS(=O)(=O)c1cc(C)ccc1C)c1ccc2c(c1)OCO2 | 0.0
COc1ccc(C2=NN(C(C)=O)C(c3cccs3)C2)cc1OC (configuration not stated) | -0.1
CC(C)=CCC/C(C)=C/CNC(=O)C[C@H]1C[C@H](C(=O)N2CCOCC2)[C@@]2(CCC3CCCC3)c3[nH]c4cc(CCC(=O)N(C)C)ccc4c3CCN2C1=O | 0.3
COc1ccccc1CNC(=O)c1nccnc1CO | 0.0
COc1ccc(CN2CC(COCc3ccccc3)Oc3ccccc3S2(=O)=O)cc1 (configuration not stated) | 0.1
Cn1c(=O)[nH]c(=O)c2c1nc(N1CCN(CCO)CC1)n2Cc1ccccc1Cl | 0.2
COc1cccc(/C=N\NC(C)=O)c1OC/C=C/c1ccccc1 | 0.0
COc1ccc(NC(=O)NC2CCCCCCC2)c(OC)c1 | -0.2
Cc1ccccc1OCCCN1CCOCC1 | 0.0
C/C(=N\NC(=O)Cc1ccc(Cl)cc1)c1cccnc1 | -0.1
COc1ccc(C)cc1S(=O)(=O)N1CCCC(N2CCOCC2)C1 (configuration not stated) | 0.1
COc1cc(C2CC(=O)Oc3cc(C)c(Cl)c(C)c32)cc(OC)c1OC (configuration not stated) | 0.5
Cc1cnc(NCCc2ccccc2)s1 | 0.3
O=C(O)COc1ccccc1/C=N/NC(=O)C(O)c1ccccc1 (configuration not stated) | 0.0
CC(=O)c1ccc(-c2cccc([C@H]3[C@@H]4C=CC[C@@H](C)[C@@H]4C(=O)N3Cc3ccccc3)c2)cc1 | -0.2
COc1ccc(-c2cccc(-c3cc(=O)oc4ccc(C(C)(C)C)cc34)c2)cc1 | -0.1
O=C(NNC(=O)c1ccccc1OCc1ccccc1)c1ccccc1O | -0.5
O=C(Nc1cc(Cl)ccc1Cl)Nn1cnnc1 | 0.0
Cc1nc(C)c(-c2csc(Nc3ccc(S(N)(=O)=O)cc3)n2)s1 | 0.1
COC(=O)C1=CN(Cc2ccc(F)cc2)C=C(C(=O)OC)C1c1ccc(O)c(OC)c1 | -0.2
CN(C)C(=O)COc1ccc2c(-c3ccccc3)cc(=O)oc2c1 | -0.1
COC(=O)c1ccccc1NC(=O)c1ccc2c(c1)CC(C)O2 (configuration not stated) | 0.0
CCCCNS(=O)(=O)c1ccc(Br)cc1N1CCC[C@H]1CO | -0.2
O=C(Nc1ccc(F)cc1)NC1CCCCCCC1 | 0.1
COc1ccc(CCN2CCCn3c2nc2c3c(=O)[nH]c(=O)n2C)cc1OC | 0.0
CC(CNC(=O)c1ccc(C#N)cc1)NC(=O)c1ccc(C#N)cc1 (configuration not stated) | 0.1
Cn1c(C(=O)N[C@@H](Cc2ccccc2)C(=O)NCCC(=O)O)cc2cc(Cl)ccc21 | -0.1
CCCCNCC1CCCO1 (configuration not stated) | -0.1
CC(CN)(NS(=O)(=O)c1ccccc1)c1ccccc1 (configuration not stated) | 0.0
COc1cccc(C(=O)COc2ccc3c(C)cc(=O)oc3c2)c1 | 0.0

Ordered by the number under Efflux pump mplx (descending): some entries from above.
molecule,Efflux pump mplx
O=C(Nc1ccc(F)cc1)NC1CCCCCCC1,0.1
COc1cccc(C(=O)COc2ccc3c(C)cc(=O)oc3c2)c1,0.0
CCCCNCC1CCCO1 (configuration not stated),-0.1
